Source: PubChem (several laboratories)
MrgX1 PAM: allosterically activates human MrgX1 receptor signaling; Q96LB2; B-score at 10 µM; MrgX1-HEK293, Fluo-4 calcium flux, FDSS; stronger effect = higher value; hit rate 0.63% among 310,000;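 active = plate-corrected calcium response at least 3 library SD above typical, normal starting fluorescence, not activating the receptor alone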;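 note: compound read alongside a low EC10 to EC30 dose of BAM8-22 agonist; peak minus trough fluorescence over baseline measured at the second addition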
Target sequence (Q96LB2 whole entry, looked up): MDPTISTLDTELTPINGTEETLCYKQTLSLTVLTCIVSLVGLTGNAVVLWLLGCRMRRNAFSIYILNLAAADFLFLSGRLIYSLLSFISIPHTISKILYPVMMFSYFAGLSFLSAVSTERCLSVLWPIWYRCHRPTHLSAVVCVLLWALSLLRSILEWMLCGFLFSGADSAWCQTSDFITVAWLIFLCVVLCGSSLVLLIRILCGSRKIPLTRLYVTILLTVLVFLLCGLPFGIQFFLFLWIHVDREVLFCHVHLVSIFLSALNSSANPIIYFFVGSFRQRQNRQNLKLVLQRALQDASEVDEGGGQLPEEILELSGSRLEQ
TMEM16A act: activators or potentiators of mouse TMEM16A chloride channel; Q8BHY3; hit rate 0.3% among 340,000; AID 623877; HEK293 TMEM16A/YFP-H148Q/I152L, iodide quench fluorescence; stronger effect = lower value; B-score at 10 µM;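 active = fluorescence-ratio B-score plate-corrected deviation score at least 3 library SD below zero, with starting fluorescence score within 5 deviations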;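 note: channel opened by trigger with iodide after compound preincubation; score built on the fluorescence ratio of max minus min over baseline; more negative score means more quench and so TMEM16A activation or potentiation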
RGS4 pot: potentiators or activators of RGS4. HEK293 M3R/inducible RGS4, carbachol calcium flux Fluo4; stronger effect = lower value. B-score at 10 µM. hit rate 0.92% among 310,000;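 active = B-score of the integrated calcium signal more than 4 SD below the library mean, with starting fluorescence not abnormally high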;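 note: negative B-score means reduced calcium response which marks RGS4 activation or potentiation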
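Material: Inducible-RGS4 HEK293 cells carrying M3 receptor; also added: carbachol at ECmax as muscarinic agonist stimulus; incubation: compound preincubation 20 min at room temperature before agonist; signal: Fluo4-AM (2 µM) calcium-flux fluorescence, kinetic read; measure: integrated calcium ratio converted to B score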
TMEM16A inh: mouse TMEM16A channel inhibition, primary screen; HEK293 TMEM16A/YFP iodide influx fluorescence, ionomycin; normalized B-score (activity score, 25-100; higher = stronger inhibition) at 10 µM; hit rate 1.2% among 310,000; AID 588511;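 active = ratio plate-corrected score three or more library SD toward inhibition, starting fluorescence score within five deviations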;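 note: score derived from kinetic fluorescence span divided by baseline fluorescence per well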
SKKanGAS inh: SKKanGAS growth inhibition; S. pyogenes SKKanGAS, kanamycin growth, BacTiter-Glo, 6 h; inhibition, % at 7.5 µM; hit rate 1.3% among 300,000; AID 1662;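 active = mean replicate score, as percent of positive control median, at least 50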;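 note: strain carries kanamycin resistance gene driven by streptokinase promoter and grows in 40 µg/ml kanamycin; loss of luminescence reflects streptokinase promoter inhibition or plain growth inhibition; 0% = median of DMSO wells and 100% = positive control at its reference dose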
TRPC6 activator: activates the mouse TRPC6 cation channel; Q61143; hit rate 0.13% among 310,000; B-score at 10 µM; HEK293-TRPC6 membrane potential dye fluorescence; stronger effect = higher value;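 active = B-score of the integrated fluorescence ratio above library mean plus 3 SD, and starting fluorescence ratio within library mean plus 5 SD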;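 note: higher score means more depolarization so channel activation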
MrgX1 ag: activates human MrgX1 receptor signaling; Q96LB2; MrgX1-HEK293 cells, Fluo-4 calcium fluorescence, agonist mode; stronger effect = higher value; B-score at 10 µM; hit rate 0.44% among 310,000; AID 588627;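 active = calcium response B-score plate-corrected fluorescence ratio at least 3 library SD, with starting fluorescence B-score inside 5 SD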
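Material: HEK293 cells stably expressing human MrgX1 receptor | Quantity: 15,000 cells per well | Times: Cells plated overnight, dye loaded 0.5 h 37 °C, 0.5 h room temperature | Measured by: Kinetic Fluo-4 NW fluorescence of intracellular calcium | Control set: Positive and negative controls per plate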
HDAC3 inhib: inhibitors of human histone deacetylase 3 | recombinant HDAC3, fluorogenic peptide/trypsin coupled, fluorescence | inhibition, % at 8.3 µM | hit rate 0.15% among 320,000; in the data active = inhibition above about 26%, passing the limit was not always enough
Target sequence (O15379 whole entry, looked up): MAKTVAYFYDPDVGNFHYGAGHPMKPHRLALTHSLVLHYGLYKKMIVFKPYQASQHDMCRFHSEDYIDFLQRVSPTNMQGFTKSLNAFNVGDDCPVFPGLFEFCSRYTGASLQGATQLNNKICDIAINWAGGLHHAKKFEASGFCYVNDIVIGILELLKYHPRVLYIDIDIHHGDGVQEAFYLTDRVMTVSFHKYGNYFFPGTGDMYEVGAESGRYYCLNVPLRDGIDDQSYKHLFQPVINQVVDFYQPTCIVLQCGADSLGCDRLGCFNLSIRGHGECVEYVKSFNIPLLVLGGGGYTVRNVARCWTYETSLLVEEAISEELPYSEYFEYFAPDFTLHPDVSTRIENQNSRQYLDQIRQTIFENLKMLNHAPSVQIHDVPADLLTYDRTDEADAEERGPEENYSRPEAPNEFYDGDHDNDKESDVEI
RGS4 inh: human RGS4 inhibition; HEK293 M3R/RGS4 inducible, Fluo-4 calcium flux; stronger effect = higher value; triggered by carbachol at its EC20; P49798; B-score at 10 µM; AID 463165; hit rate 0.45% among 310,000;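 active = B-score, a plate-corrected calcium signal, over three deviations above library mean, with baseline fluorescence within five deviations of library mean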;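 note: RGS4 expression induced by doxycycline in cells with stable M3 receptor; B-score is computed from the integrated fluorescence ratio over baseline after carbachol; higher B-score means a larger calcium signal and so more RGS4 inhibition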
Target sequence (P49798 whole entry, looked up): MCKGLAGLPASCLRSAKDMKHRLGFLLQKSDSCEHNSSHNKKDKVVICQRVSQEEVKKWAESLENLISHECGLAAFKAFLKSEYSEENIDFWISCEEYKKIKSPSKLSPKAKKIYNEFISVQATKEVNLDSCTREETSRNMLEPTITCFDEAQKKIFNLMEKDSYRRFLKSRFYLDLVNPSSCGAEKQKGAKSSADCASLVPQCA
MrgX1 antag: antagonists of human MrgX1 receptor; AID 588676; hit rate 1.3% among 310,000; MRGX1-HEK293 calcium flux, Fluo-4, BAM8-22 antagonism; stronger effect = lower value; B-score at 10 µM;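 active = calcium-response B-score plate-corrected more than 3 library SD below zero, starting fluorescence within 5 deviations, no agonist response on first addition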;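 note: peak minus trough fluorescence over baseline after final BAM8-22 challenge near maximal dose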
TRPC6 inhibitor: blocks the mouse TRPC6 cation channel | Q61143 | HEK293-TRPC6, membrane potential dye, ACh-evoked depolarization; stronger effect = lower value | B-score at 10 µM | hit rate 1.1% among 310,000;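 active = B-score under library mean minus 3 SD, initial fluorescence not abnormally high, positive integrated signal ratio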;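 note: B-score derived from integrated fluorescence ratio over the kinetic read; more negative B-score means stronger inhibition of depolarization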
The depositor's hits bear a star; i = inactive; nt = no result given.

SMILES	MrgX1 PAM	TMEM16A act	RGS4 pot	TMEM16A inh	SKKanGAS inh	TRPC6 activator	MrgX1 ag	HDAC3 inhib	RGS4 inh	MrgX1 antag	TRPC6 inhibitor
S=C(NCc1ccccc1)N/N=C/c1cccs1	i	i	i	i	-1.8	i	i	5.2	i	i	i
Nc1c(C(=O)NCc2ccco2)nnn1CC(=O)Nc1ccccc1	i	i	i	i	-6.0	i	i	0.5	i	i	i
Cc1nc2ccccn2c1C(=O)/C=C/c1cccc([N+](=O)[O-])c1	i	i	i	i	7.4	i	i	-2.6	i	i	i
Fc1ccc(-n2cc(CNCCc3ccncc3)c(-c3ccccc3Cl)n2)cc1	i	i	i	i	-2.2	i	i	nt	i	i	i
O=c1oc2ccccc2c(O)c1/C=C1\C=Nc2ccccc21	i	i	i	i	-0.3	i	i	10.8	21.9*	i	i
COC(=O)c1ccc(-n2nnnc2SC)cc1	i	i	i	i	3.1	i	i	1.8	i	i	i
Cc1ccnc(NC(=O)CNC(=O)c2ccccc2Br)c1	i	i	i	i	-1.8	i	i	-1.0	i	i	i
Cc1onc(-c2cccc(Cl)c2Cl)c1C(=O)O/N=C(\N)c1ccc([N+](=O)[O-])o1	i	i	-8.7*	i	8.8	i	i	3.3	i	i	i
O=S(=O)([N-]c1nc2ccccc2nc1-[n+]1ccccc1)c1ccc(F)cc1	i	i	i	i	0.9	i	i	-3.1	i	i	i
COC(c1ccccc1)c1nnc(CCC(=O)N2CCN(CCOc3ccccc3)CC2)o1 (stereo not drawn)	i	i	i	i	1.5	i	i	3.8	i	i	i
COc1cccc(/C=C2\SC(N3CCCC(C)C3)=NC2=O)c1OC (stereo not drawn)	i	i	i	i	11.0	i	i	-8.2	i	i	i
COc1ccc(S(=O)(=O)NCCSCc2ccco2)cc1OC	i	i	i	i	-1.9	i	i	-5.3	i	i	i
COc1ccc(C(=O)NNC(=O)CNC(=O)C2CCCCC2)cc1	i	i	i	i	0.3	i	i	-5.2	i	i	i
Cc1ccc(-c2nc(=O)[nH]c3ccc(Br)cc23)cc1	i	i	i	i	0.2	i	i	-9.5	i	i	i
Cc1ccc(C(=O)NC(C)c2ccccc2)cc1S(=O)(=O)N1CCOCC1 (stereo not drawn)	i	i	i	i	31.3	i	i	7.3	i	i	i
C#CCOCCOCCOCCNc1nc(N2CCN(C(=O)[C@H]([C@@H](C)O)n3cc(CCCCN)nn3)CC2)nc(N2CCN(C(=O)[C@H](C)n3cc(CCCN=C(N)N)nn3)CC2)n1	i	i	i	i	-1.2	i	i	3.2	i	i	i
CCOc1ncccc1C(=O)N1CCN(C(=O)c2ccccc2)CC1	i	i	i	i	-2.2	i	i	0.5	i	i	i
COc1cccc(CNC(=O)C(=O)NCC(c2ccco2)N2CCOCC2)c1 (stereo not drawn)	i	i	i	i	-6.9	i	i	-7.6	i	i	i
CC(=O)CSc1ncnc2c1cnn2-c1ccccc1	i	i	i	i	0.6	i	i	-3.2	i	i	i
COc1ccccc1NS(=O)(=O)c1ccc(NC(=O)c2[nH]nc(OC)c2[N+](=O)[O-])cc1	i	i	i	i	nt	i	i	-0.7	i	i	i
COc1cc(C(=O)Oc2cc(C)[nH]c(=O)c2[N+](=O)[O-])cc(OC)c1OC	i	i	i	i	0.7	i	i	3.1	i	i	i
COC(=O)CC1COc2ccccc2N1C(=O)c1cccc(C(F)(F)F)c1 (stereo not drawn)	i	i	i	i	2.4	i	i	4.8	i	i	i
CCc1ccc(N2CC(O)=C(c3nc4ccccc4c(=O)[nH]3)C2=N)cc1	i	i	i	i	18.5	i	i	-0.9	i	i	i
CCC1CCCCN1C(=O)c1ccccc1OC1CCN(S(C)(=O)=O)CC1 (stereo not drawn)	i	i	i	i	9.8	i	i	-5.8	i	i	i
Cc1cc(C)nc(NC(=O)NC(=O)c2ccccc2)n1	i	i	i	i	-2.3	i	i	5.6	i	i	i
CN(C)S(=O)(=O)c1ccc(Cl)c(NC(=O)CN2CCN(Cc3ccc4c(c3)OCO4)CC2)c1	i	i	i	i	-3.6	i	i	-1.1	i	i	i
O=C(CN1CCN(c2ncc(C(F)(F)F)cc2Cl)CC1)NCCNc1ncc(C(F)(F)F)cc1Cl	i	i	i	i	36.7	i	i	8.6	i	i	i
CC(=O)NC(CCS(C)(=O)=O)C(=O)Nc1ccc(C)c(F)c1 (stereo not drawn)	i	i	i	i	-1.5	i	i	-0.7	i	i	i
COc1ccc(C2C(C(=O)N3CCN(c4ccccn4)CC3)CCC(=O)N2c2cc(OC)c(OC)c(OC)c2)cc1 (stereo not drawn)	i	i	i	i	-8.2	i	i	-3.0	i	i	i
Cc1cccc(Nc2nnc(SCc3cn4ccsc4n3)s2)c1	i	i	i	i	-4.6	i	i	-0.7	i	i	i
Fc1ccccc1COc1ccc2ccccc2c1CNc1nn[nH]n1	i	i	i	i	5.0	i	i	10.8	i	i	i
CN(C)c1ccc(C(=S)N2CCN(c3ccccc3)CC2)cc1	i	i	i	i	9.0	i	i	-1.5	i	i	i
O=C(Nc1ccc(Cl)c(Cl)c1)c1ccc2c(c1)OCO2	i	i	i	i	2.7	i	i	-1.0	i	i	i
CCN1C(=O)[C@@H]2[C@H](C1=O)[C@@H]1CC(C(=O)OC)=C[C@@H](C(=O)OC)C3C1=C(C(=O)C3(CC)CC)[C@@H]2C (stereo partly drawn)	i	nt	i	i	0.4	i	i	4.3	i	i	i
Cc1ccc(S(=O)(=O)N2CCC(C(=O)NNC(=O)C3CC3)CC2)cc1Cl	i	i	i	i	-6.9	i	i	-3.7	i	i	i
COc1ccccc1/C=C(/CC(=O)NCc1ccc(F)cc1)c1nc2ccccc2s1	i	i	i	i	0.6	i	i	-3.5	i	i	i
COc1ccc(Cl)cc1-c1nc(SCC(=O)N(C)CCC#N)n[nH]1	i	i	i	i	-9.9	i	i	2.0	i	i	i
CCOC(=O)c1cnn(-c2ccccc2)c1NC(=O)c1cccs1	i	i	i	i	-2.5	i	i	-8.0	i	i	i
CN(C)c1ccc(-c2noc(C3CCN(S(=O)(=O)c4cccc(Cl)c4)CC3)n2)cc1	i	i	i	i	-12.5	i	i	-10.3	i	i	i
Cc1sc(NC(=O)CSc2nnc3scc(-c4ccccc4)n23)c(C#N)c1C	i	i	i	25*	0.3	i	i	-1.4	i	i	i
N#Cc1nc(-c2ccco2)oc1N1CCN(c2ccccc2)CC1	i	i	i	i	-1.3	i	i	2.5	i	i	i
COc1ccc2[nH]c3c(c2c1)CCN1C(=O)N([C@@H](C)C(=O)NCCc2ccc(F)cc2)C(=O)[C@]31C	i	i	i	i	3.1	i	i	2.9	i	i	i
Cc1cnc(C(=O)OCC(=O)c2ccc(Br)s2)cn1	i	i	i	i	-1.8	i	i	-2.2	i	i	i
CC(=O)C1=C(O)C(=O)N(Cc2cccnc2)C1c1ccc(C(C)C)cc1 (stereo not drawn)	i	i	i	i	-0.9	i	i	0.3	i	i	i
COc1nc(NCCN2CCOCC2)nc(Nc2ccc([N+](=O)[O-])cc2)n1	i	i	i	i	-1.6	i	i	2.8	i	i	i
Cc1ccc(S(=O)(=O)c2nc(S(=O)(=O)c3ccccc3)sc2N2CCN(CCO)CC2)cc1	i	i	i	i	-4.7	i	i	nt	i	i	i
COc1cc(CNCc2cccnc2)ccc1OCc1ccccc1	i	i	i	i	3.0	i	i	-2.2	i	i	i
COc1cc(/C=C2\C(=O)N(C)C(=S)N2C)ccc1O	i	i	i	i	0.5	i	i	-0.6	i	i	i
COc1ccc(-c2nc(CN3CCN(C(=O)c4ccco4)CC3)c(C)o2)cc1OC	i	i	i	i	-6.1	i	i	0.3	i	i	i
COc1cc(N=Nc2c(C)n(C)n(-c3ccccc3)c2=O)ccc1N	i	i	i	i	13.1	i	i	3.2	i	i	i
Cc1ccc(NC(=O)C(CC(=O)O)C2CCCO2)c(C)c1 (stereo not drawn)	i	nt	i	i	-7.0	i	i	4.1	i	i	i
O=C(O)c1cc2c(cc1Cl)N1CCCCCC1=NS2(=O)=O	i	i	i	i	-2.1	i	i	0.3	i	i	i
COc1ccc(-c2ncncc2-c2ccc(Cl)cc2)c(O)c1	i	i	i	i	-0.1	i	i	4.7	i	i	i
CC(=O)Nc1cccc(NC(=O)C2CC(=O)N(CCc3ccc(F)cc3)C2)c1 (stereo not drawn)	i	i	i	i	2.4	i	i	-6.6	i	i	i
CCN(CC)S(=O)(=O)c1ccc(N2CCOCC2)c(NC(=O)C2CSC3(C)CCC(=O)N23)c1 (stereo not drawn)	i	i	i	i	52.3*	i	i	6.6	i	i	i
Cc1nonc1C1CCCN1C(=O)c1cc(COc2ccc(F)cc2F)on1 (stereo not drawn)	i	i	i	i	-1.0	i	i	3.5	i	i	i
CCCNC(=O)Nc1cccc(NC(C)=O)c1	i	i	i	i	-0.3	i	i	7.4	i	i	i
COc1ccc(OC)c(C2CC(c3ccccc3)=NN2C(=S)Nc2ccccc2)c1 (stereo not drawn)	i	i	i	i	-3.7	i	i	-4.5	i	i	i
O=C(NCCCN1CCCC1=O)C(=O)Nc1cccc(F)c1	i	i	i	i	0.7	i	i	1.0	i	i	i
COc1ccc(-c2sc(Nc3ccccc3)n[n+]2-c2ccc(F)cc2)cc1Br	i	i	i	i	1.4	i	i	-2.0	i	i	i
New compounds follow:
SMILES	MrgX1 PAM	TMEM16A act	RGS4 pot	TMEM16A inh	SKKanGAS inh	TRPC6 activator	MrgX1 ag	HDAC3 inhib	RGS4 inh	MrgX1 antag	TRPC6 inhibitor
CCOC(=O)CSc1nc(N(C)C)nc(N(C)C#N)n1	i	i	i	i	-0.2	i	i	-3.3	i	i	i
CCC/C=N/NC(=O)c1cc(Br)ccc1O	i	i	i	i	7.4	i	i	-3.8	i	i	i
CCOC(=O)N/N=C\c1ccc(OC/C=C/c2ccccc2)cc1	i	i	i	i	14.4	i	i	-7.4	i	i	i
O=S(=O)(NCc1ccco1)c1ccc(Cl)nc1	i	i	i	i	-4.8	i	i	0.7	i	i	i
COc1cccc(OCC(=O)NNC(=O)c2ccc(-c3ccccc3)cc2)c1	i	i	i	i	-6.1	i	i	9.1	i	i	i
COCCCn1c(C)csc1=Nc1cccnc1	i	i	i	i	2.2	i	i	1.9	i	i	i
O=C(CSc1nnc(-c2cccnc2)o1)Nc1ccccc1Br	i	i	i	i	0.4	i	i	5.3	i	i	i
N#Cc1cnn2c1nc(N1CCCCC1)c1ccccc12	i	i	i	i	8.7	i	i	-8.9	i	i	i
